NALP3 yeast inh = NALP3 inflammasome inhibitors in reconstituted yeast, primary screen, luminescence, uHTS; Yeast reconstituted NLRP3/ASC/caspase-1, beta-gal luminescence, 24 h; inhibition, % at 10 µM; 0.39% of 330,000 active; AID 2825, 2010;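 active = inhibition of 50% or more; inactive = inhibition below 50%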;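 note: plate controls were induced DMSO wells for no effect and uninduced yeast grown without galactose for full effect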
hIAP activ = human IAP activators, primary screen, biochemical, luminescence, uHTS; Intestinal-type alkaline phosphatase (Homo sapiens), P09923; purified human IAP, CDP-Star luminescence, 30 min; stronger effect = higher value; 1 = vehicle-only enzyme, 0 = enzyme-free background; activation factor at 10 µM; 0.16% of 330,000 active; AID 2524, 2010;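 active = activation factor of the enzyme at least 2-fold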; note: the source names both 10 and 20 µM as test concentration; values of inactives mirror those of a sister screen read the other way
hIAP block = human IAP inhibitors, primary screen, biochemical, luminescence, uHTS; purified IAP, CDP-Star luminescence, 30 min; Intestinal-type alkaline phosphatase (Homo sapiens), P09923; inhibition, % at 10 µM; 0.12% of 330,000 active; AID 2544, 2010;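 active = inhibition reaching a set limit with compound at 10 µM in the primary screen, cut at about 35% in these data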;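 note: plate controls were DMSO wells with enzyme for no effect and no-enzyme buffer wells for full effect; values of inactives mirror those of a sister screen read the other way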
mIAP inh = inhibitors of mouse IAP, primary screen, biochemical, luminescence, uHTS. intestinal alkaline phosphatase [Mus musculus]. purified mouse IAP, CDP-Star luminescence, 30 min. inhibition, % at 10 µM. 0.2% of 330,000 active. AID 2806, 2010;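 active = inhibition of at least 40% at 10 µM in the primary screen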;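 note: plate controls were DMSO with enzyme for no effect and no enzyme wells for full effect; values of inactives mirror those of a sister screen read the other way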
MIN6 prolif = inducers of MIN6 beta-cell proliferation, primary screen, ATP luminescence, uHTS | MIN6 cells proliferation, ATPlite luminescence, 48 h; cells starved in 0.2% serum; 100% = growth in 10% serum | proliferation, % at 10 µM | 0.29% of 330,000 active;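 active = compounds whose signal lies at least 3.5 SD above the mean of all wells on their plate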;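 note: 0% = DMSO-treated cells in low-serum medium and 100% = 10% serum control; some compounds called inactive have numbers as strong as hits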
SENP1 FRET inh = human SENP1 catalytic domain inhibitors, primary screen, biochemical, FRET, uHTS; Sentrin-specific protease 1 (Homo sapiens), Q9P0U3; 0.21% of 360,000 active; recombinant SENP1 catalytic domain, CyPet-SUMO1-YPet FRET cleavage; inhibition, % at 10 µM;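 active = inhibition at least 30% at 10 µM, raw YFP signal under a set limit, fluorescence ratio 0.5 to 1.5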;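 note: 0% = enzyme with DMSO and 100% = no enzyme wells; some results filed as inactive read as strong as hits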
Target sequence (Q9P0U3 419-644 limits assumed): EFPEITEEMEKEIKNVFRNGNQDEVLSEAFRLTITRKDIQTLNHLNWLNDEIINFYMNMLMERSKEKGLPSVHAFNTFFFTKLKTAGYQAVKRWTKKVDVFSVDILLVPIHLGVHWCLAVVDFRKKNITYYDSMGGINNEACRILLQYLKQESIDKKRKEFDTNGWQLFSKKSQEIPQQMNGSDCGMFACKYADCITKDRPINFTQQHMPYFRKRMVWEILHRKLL
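Test system: recombinant human SENP1 catalytic domain, His6-tagged / Medium: pH 8 Tris buffer with EDTA, NaCl, BME, BSA, NP40, catalase / Also added: SUMO1 FRET substrate flanked by Cypet and Ypet, 25 nM / Times: 50 min reaction at room temperature / Signal: FRET, CFP and YFP emission / Control set: no-enzyme low control and enzyme-plus-DMSO high control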
mIAP act = activators of mouse IAP, primary screen, biochemical, luminescence, uHTS; 0.24% of 330,000 active; muIAP, CDP-Star luminescence, 30 min; stronger effect = higher value; 1 = vehicle-only enzyme signal, 0 = enzyme-free wells; activation factor at 10 µM;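 active = activation factor of at least 2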; note: the source names both 10 and 20 µM as test concentration; values of inactives mirror those of a sister screen read the other way
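System: Mouse IAP enzyme | Also added: CDP-Star substrate | Dosing: Compounds dispensed in DMSO | Schedule: 30 min enzyme-substrate-compound incubation at room temperature | Technique: Chemiluminescence readout | Control set: DMSO-only wells and no-enzyme negative control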
A3G deaminase = APOBEC3G DNA deaminase inhibitors, primary screen, biochemical, fluorescence, single-stranded DNA substrate, uHTS; DNA dC->dU-editing enzyme APOBEC-3G (Homo sapiens), Q9HC16; recombinant A3G, ssDNA deamination FAM/TAMRA fluorescence; inhibition, % at 20 µM; 0.28% of 330,000 active; AID 493012, 2011;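 active = inhibition of at least 40% at 20 µM, with no more than 30% in the related APOBEC3A deaminase screen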;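 note: plate controls were DMSO wells with A3G for no effect and wells lacking A3G enzyme for full effect; some compounds called inactive have numbers as strong as hits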
Target sequence (Q9HC16 whole entry, looked up): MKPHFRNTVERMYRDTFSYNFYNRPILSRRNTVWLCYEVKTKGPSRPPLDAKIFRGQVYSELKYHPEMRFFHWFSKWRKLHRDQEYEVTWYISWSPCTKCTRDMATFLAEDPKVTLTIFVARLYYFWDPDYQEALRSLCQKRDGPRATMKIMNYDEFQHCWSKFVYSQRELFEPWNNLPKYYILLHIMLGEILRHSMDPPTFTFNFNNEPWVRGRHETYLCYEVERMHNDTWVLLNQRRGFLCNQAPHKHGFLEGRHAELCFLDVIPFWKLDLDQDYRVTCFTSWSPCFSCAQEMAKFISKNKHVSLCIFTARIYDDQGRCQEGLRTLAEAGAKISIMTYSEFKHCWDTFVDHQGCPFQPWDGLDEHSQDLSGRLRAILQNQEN
APOBEC3A inh = APOBEC3A ssDNA deaminase inhibitors, primary screen, selectivity assay for APOBEC3G inhibitor project, biochemical, FAM/TAMRA oligo cleavage fluorescence; recombinant A3A, FAM/TAMRA ssDNA deamination fluorescence; inhibition, % at 20 µM; 0.41% of 330,000 active; AID 493011, 2011;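 active = at least 40% inhibition at 20 µM here, with at most 30% in a related deaminase screen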;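 note: plate controls were A3A with DMSO for no effect and wells lacking A3A enzyme for full effect; some results filed as inactive read as strong as hits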
Target sequence (P31941 whole entry, looked up): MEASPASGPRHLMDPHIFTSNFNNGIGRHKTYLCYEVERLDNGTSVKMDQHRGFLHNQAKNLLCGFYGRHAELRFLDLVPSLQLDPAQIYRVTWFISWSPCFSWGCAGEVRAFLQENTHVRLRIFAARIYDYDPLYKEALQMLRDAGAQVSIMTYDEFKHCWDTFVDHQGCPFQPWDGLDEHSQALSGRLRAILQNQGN
Starred values were filed as active, the others as inactive; x = no result given.

Order of values: NALP3 yeast inh	hIAP activ	hIAP block	mIAP inh	MIN6 prolif	SENP1 FRET inh	mIAP act	A3G deaminase	APOBEC3A inh
[1] Cc1ccc(/C=N/N2CCN(C3c4ccccc4-c4ccccc43)CC2)s1
  4	0.88	12	5	-4	0	0.95	-7	2
[2] COc1ccccc1N1CCN(C(=O)c2cc(=O)c3cc(C)cc(C)c3o2)CC1
  23	0.91	9	8	-5	1	0.93	-3	-1
[3] COc1cccc(N2CCN(Cc3cccnc3)CC2)c1
  -8	1	-2	-12	-4	4	1.1	-6	-11
[4] Cc1ccc(C)c(N(CC(=O)NC2CCCCC2)C(=O)c2snc(C(N)=O)c2N)c1
  16	0.77	23	4	0	-28	0.96	-7	-3
[5] CC(C)CC(=O)c1c(O)c(C=O)c(O)c2c1O[C@@]1(C)[C@@H](C2)C[C@H]2C[C@@H]1C2(C)C
  15	1	-1	-5	-6	0	1	-5	0
[6] Cc1ccnc(NC(=O)c2ccc(S(=O)(=O)N3CCC(C)CC3)cc2)c1
  41	0.86	14	0	-2	-2	1	-1	-1
[7] COc1ccc(NC(=O)Nc2cccc(C(F)(F)F)c2)cn1
  17	1.2	-24	-80	0	1	1.8	-6	-3
[8] CCCn1ncc(CN2CCC(n3nccc3NC(=O)c3ccccc3Cl)CC2)c1C
  13	1.3	-25	2	-1	0	0.98	-10	-1
[9] CCN(CC)c1ccc2c(Cl)cc(=O)oc2c1
  58*	1.2	-18	-3	0	x	1	-7	-3
[10] Oc1c(C2=NCCNC(C(F)(F)F)=C2)ccc2ccccc12
  32	0.81	19	10	-1	0	0.9	4	5
[11] Cc1cc(NC(=O)CS(=O)(=O)c2ccc(F)cc2)no1
  6	1	-2	-9	2	0	1.1	3	2
[12] COc1ccc(CCNC(=O)CNCC2CCCO2)cc1OC (stereo not given)
  13	1.1	-13	6	-2	0	0.94	-1	4
[13] O=C(N/N=C/c1cccs1)c1cc(-c2cccc3ccccc23)n[nH]1
  22	1	-4	-2	-2	2	1	-6	-4
[14] CCOc1cc(/C=N/NC(=O)c2cccnc2)ccc1OCC(N)=O
  -7	0.95	5	-7	6	3	1.1	-14	-2
[15] O=C(COC(=O)c1ccc(Br)o1)NC12CC3CC(CC(C3)C1)C2
  34	1.1	-8	-6	1	2	1.1	-1	4
[16] CC(=O)c1cccc(NC(=O)N2CCC(c3ccc(C)cc3)C2)c1 (stereo not given)
  15	1.2	-16	-2	-2	1	1	5	-1
[17] Cc1ccc(C(=O)N/N=C/c2cc(Br)ccc2O)cn1
  36	1.8	-83	11	-3	-26	0.89	-5	-1
[18] Cc1cc(C)c2[nH]c(=O)c(C(c3nnnn3CC3CCCO3)N3CCCC(C)C3)cc2c1 (stereo not given)
  2	0.88	12	-2	-1	-19	1	-7	-6
[19] COCC(=O)OCC(=O)Nc1cc(C)c(C)cc1[N+](=O)[O-]
  1	1.1	-7	-6	3	1	1.1	0	0
[20] N#C/C(=N\Nc1ccc(S(=O)(=O)N2CCOCC2)cc1)C(N)=S
  21	0.75	25	20	0	3	0.8	-6	6
[21] Cc1csc(=Nc2ccccc2)n1CCCN1CCCC1=O
  12	0.97	3	5	0	1	0.95	-5	3
[22] COc1ccc(-c2cc(C(F)(F)F)c3c(n2)sc2c(O)cc(=O)[nH]c23)c(OC)c1
  16	1.1	-11	-6	-3	-24	1.1	-11	-9
[23] CN(C(=O)COC(=O)c1cccc(S(=O)(=O)N2CCCCCC2)c1)C1CCS(=O)(=O)C1 (stereo not given)
  5	0.92	8	5	5	1	0.95	-6	-1
[24] Cc1cc(NC(=O)CSC2=NS(=O)(=O)c3cc(F)ccc3N2)no1
  -1	0.83	17	0	1	1	1	-4	-2
[25] Cc1ccc(-c2nnn(CC(=O)N(CC(=O)NCC3CCCO3)c3ccccc3)n2)o1 (stereo not given)
  1	0.91	9	6	-2	-3	0.94	-6	-3
[26] COc1ccccc1OCCn1cc(C=O)c2ccccc21
  23	0.95	5	-7	-4	0	1.1	39	-1
[27] O=c1oc2ccccc2c(NCc2ccccc2F)c1[N+](=O)[O-]
  13	0.91	9	4	0	4	0.96	-7	1
[28] CC1C=CCC2C(=O)N(c3ccc(OC(=O)c4ccco4)cc3)C(=O)C12 (stereo not given)
  8	1.1	-10	7	-4	2	0.93	-6	1
[29] O=C(O)C1CCc2sc3[nH]c(=S)n(-c4ccccc4)c(=O)c3c21 (stereo not given)
  10	1.4	-41	0	0	-1	1	32	1
[30] Cn1nc([N+](=O)[O-])c(C(C#N)c2ccccn2)c(Cl)c1=O (stereo not given)
  5	1	-2	10	-6	-6	0.9	-5	-2
[31] Cc1ccc(CONC(=O)c2ccc(Cl)cc2)cc1
  28	0.88	12	9	-2	1	0.91	1	0
[32] CCOC(=O)c1nn2c(C(F)(F)F)cc(-c3ccc(OC)cc3)nc2c1Br
  15	1.1	-7	-14	0	-24	1.1	-4	-4
[33] O=C1CC(N2CCN(c3ccccc3O)CC2)C(=O)N1Cc1ccccc1 (stereo not given)
  20	1.1	-7	1	1	-1	0.99	-4	-3
[34] O=C(NNC(=S)Nc1ccccc1)NNC(=S)Nc1ccccc1
  13	1.9	-91	28	-3	2	0.72	-1	-2
[35] N#CC1=C(SCc2ccccc2)NC2=C(C(=O)CCC2)C1c1ccc2c(c1)OCO2 (stereo not given)
  15	1.1	-8	10	-2	-3	0.9	-1	4
[36] CCC(C)(CC(=O)N(C)CCC#N)c1ccccc1 (stereo not given)
  -9	1	-2	-11	-1	1	1.1	-3	-2
[37] Cc1ccccc1C(=O)N1CCC(C(=O)Nc2cc(C(F)(F)F)ccc2N2CCCC2)CC1
  9	1.1	-10	-18	-1	0	1.2	-4	1
[38] Cc1ccc2nc(SCC(=O)Nc3ccc(F)cc3F)[nH]c2c1
  4	1.1	-8	13	-3	-1	0.87	3	0
[39] O=[N+]([O-])c1ccccc1S(=O)(=O)n1cnc2ccccc21
  -10	0.86	14	1	3	2	0.99	-5	-2
[40] Cc1ccc(-c2nnc(SCC#CCOC(=O)c3ccco3)o2)cc1
  10	0.95	5	6	-3	-1	0.94	-7	-1
[41] CC(=O)N(c1ccc(N(C(C)=O)S(=O)(=O)c2cccs2)cc1)S(=O)(=O)c1cccs1
  -2	0.96	4	7	0	-3	0.93	-9	0
[42] CC1Cc2ccccc2N1C(=O)Cn1cnc2ccccc21 (stereo not given)
  10	1.1	-13	-7	-1	0	1.1	-6	-3
[43] Cc1ccc(Cl)cc1NC(=O)Nc1c(C)n(C)n(-c2ccccc2)c1=O
  -2	1	-2	-3	1	2	1	-9	-2
[44] Cc1ccc(-n2c(COc3ccccc3)n[nH]c2=S)cc1
  -1	1	-3	10	0	0	0.91	10	-5
[45] CC(C)(C)c1nnc(SCC(=O)c2ccccc2)n(N)c1=O
  9	1.1	-5	28	0	1	0.71	-8	-1
[46] CC(C)(C)n1nnnc1C(c1cccs1)N(Cc1ccc(Cl)cc1)CC1CCCO1 (stereo not given)
  3	0.99	1	2	-5	0	0.98	-3	-1
[47] CCCCC1=NN2CCS(=O)(=O)N=C2S1
  6	0.93	7	11	4	4	0.89	-6	1
[48] O=C1NC(=O)/C(=C\c2ccc(OCc3cccc([N+](=O)[O-])c3)cc2)N1
  -10	1.1	-8	12	0	-5	0.88	-6	-1
[49] COc1ccc(Cl)cc1S(=O)(=O)Nc1cccc(C(=O)O)c1
  4	0.88	12	12	-1	1	0.88	-8	-3
[50] CCCCNC(=O)N(O)C1N(/N=C/c2ccc(N(C)C)cc2)C(=S)SC1(C)C (stereo not given)
  27	0.97	3	6	-4	-22	0.94	-6	-4
[51] COc1ccc(N2CCN(S(=O)(=O)CCNC(=O)c3ccc(Br)o3)CC2)cc1
  23	1.5	-52	4	-2	1	0.96	-2	-4
[52] CCOC(=O)c1ccc(NC(=O)CCNS(=O)(=O)c2ccc3c(c2)oc(=O)n3C)cc1
  -10	0.83	17	5	-5	1	0.95	2	3
[53] O=C(Nc1c2c(nc3ccccc13)CCCC2)c1ccccc1Cl
  3	1	-3	-9	0	2	1.1	-2	3
[54] CN(Cc1ccc(OC(F)F)cc1)C(=O)c1ccccc1Sc1ccccc1C#N
  6	1.1	-9	3	-6	0	0.97	-6	1
[55] COc1ccccc1-c1nc2n(n1)C(c1cccs1)C(C(=O)Nc1cccnc1)=C(C)N2 (stereo not given)
  18	1.3	-29	1	-1	2	0.99	-6	3
[56] CC(=O)Cc1nsc(Nc2cccc(C)c2)n1
  0	1.2	-21	-24	-1	2	1.2	-3	-6
[57] CCC[N+](CC#CCO)(CC#Cc1ccccc1)CCC
  10	0.94	6	-2	3	2	1	-9	-4
[58] COc1cc(NC(=O)CSCc2ccccc2)c(C(=O)O)cc1OC
  0	0.84	16	2	-1	0	0.98	12	-1
[59] CS(=O)(=O)c1ccc2nc(NC(=O)c3ccc(S(=O)(=O)NCC4CCCO4)cc3)sc2c1 (stereo not given)
  4	0.98	2	1	-3	1	0.99	-11	3
[60] O=C(CN1C(=O)C2CCCCC2C1=O)Nc1nc(-c2ccc(F)cc2)cs1 (stereo not given)
  2	1.1	-8	-4	-4	1	1	-5	2

(continued)
Order of values: NALP3 yeast inh	hIAP activ	hIAP block	mIAP inh	MIN6 prolif	SENP1 FRET inh	mIAP act	A3G deaminase	APOBEC3A inh
[61] C=CCn1c(SCC(=O)NC(=O)NCC(C)C)nnc1C1CCCCC1
  13	0.99	1	3	-3	-2	0.97	-7	-5
[62] O=C(O)c1cccc(N2C(=O)c3ccc4c5c(ccc(c35)C2=O)C(=O)N(c2cccc(C(=O)O)c2)C4=O)c1
  42	0.95	5	-3	-2	2	1	-5	1
[63] Cc1cc(NC(=O)COC(=O)c2ccccc2S(=O)(=O)N(C)c2ccccc2)no1
  18	1	-3	-10	1	0	1.1	-4	-2
[64] CCOc1cc(OCC)cc(C(=O)O)c1
  6	0.88	12	18	3	1	0.82	-5	-1
[65] NC1=NC(=O)C(Cc2ccc(F)cc2)S1 (stereo not given)
  17	1	-1	5	-2	0	0.95	-4	-6
[66] O=C1CCCC/C=C\C[C@H](CC(=O)N(CCO)Cc2ccccc2)C(=O)N[C@@H](c2ccccc2)CO1
  12	0.96	4	5	-2	-1	0.95	-7	-1
[67] CCCCCOc1ccc2oc(=O)c3c(c2c1)CCCN3C(=O)CN1CCCC(C(=O)OCC)C1 (stereo not given)
  5	1	-2	18	-6	3	0.82	-3	7

Screening results deposited in PubChem by Sanford-Burnham Center for Chemical Genomics.

Not all compounds are listed, so the mix of outcomes need not match the whole.
